S3 lipid droplet: qHTS Assay for Lipid Storage Modulators in Drosophila S3 Cells; Drosophila S3 cells, BODIPY lipid droplet fluorescence, 18-24 h; cells fed with added oleic acid; lipid storage change, negative = inhibition, % at the top dose, mostly 46.1 µM; hits show Potency in µM; hit rate 0.64% among 320,000; active means well fitted inhibition curve with a large enough effect in the signal ratio, with a control signal flat, not every such curve was filed as active; inconclusive means small, poorly fitted or top-dose-only effect, or effect the other way, or a change in a side signal; the % refers to the signal ratio
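Laser-scanning cytometry quantifies lipid droplet accumulation (500–530 nm total intensity; droplet/cell object ratio) in oleic acid-fed (400 uM added) Drosophila S3 cells treated with a concentration series. 20 uM Triacsin C defined 100% inhibition.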
S3 lipid droplet cell count max: further read-out of S3 lipid droplet, marked with its call; cell number change, %; measured here: cell count max response;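 cells counted by Cell Tracker Red CMTPX staining in the red channel; peak over a dose series mostly up to 46.1 µM; percent activity relative to internal control wells on each plate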
Numbers without * were called inactive; i = inactive; ? = inconclusive; . = no result given. On the % scale 0 is the no-effect control and ±100 the full control effect; potency means the concentration at half of the fitted maximal effect.

Sample of the layout, 4 compounds:
SMILES	S3 lipid droplet	S3 lipid droplet cell count max
CCOC(=O)c1c(C)[nH]c(C(=O)COC(=O)[C@H](C)NC(=O)c2ccccc2Cl)c1C	7%	-6
CC(C)c1ccccc1OCCNS(C)(=O)=O	?	.
CCOC(=O)C1CCCN(C(=O)c2ccc(C)c([N+](=O)[O-])c2)C1 (stereo not drawn)	-8%	.
COc1ccc2c(C(=O)c3ccc(C)cc3)n(Cc3ccc(C(N)=O)cc3)[n+]([O-])c2c1	3%	-2

Main list, previewed entries included:
SMILES	S3 lipid droplet	S3 lipid droplet cell count max
CCOC(=O)c1c(C)[nH]c(C(=O)COC(=O)[C@H](C)NC(=O)c2ccccc2Cl)c1C	7%	-6
CC(C)c1ccccc1OCCNS(C)(=O)=O	?	.
CCOC(=O)C1CCCN(C(=O)c2ccc(C)c([N+](=O)[O-])c2)C1 (stereo not drawn)	-8%	.
COc1ccc2c(C(=O)c3ccc(C)cc3)n(Cc3ccc(C(N)=O)cc3)[n+]([O-])c2c1	3%	-2
CN1CCc2c(C#N)c(N3CCOCC3)nc(NCC3CCCO3)c2C1 (stereo not drawn)	6%	16
O=C(CCc1nc(-c2ccccc2)no1)NC1CCCCC1	?	.
COC(=O)c1ccc(COc2ccc3c(c2)CCC3)o1	3%	14
O=C(Cn1nc(-c2ccccc2)ccc1=O)Nc1ccc(-n2cnnn2)cc1	?	.
O=C1CS/C(=N/N=C/c2cccs2)N1	?	.
COc1cc(C(=O)NCCOc2cc(C)ccc2C(C)C)cc(OC)c1OC	?	.
COc1ccc(CN2CCN(C(=O)CCC(=O)Nc3nnc(C(F)(F)F)s3)CC2)cc1F	?	.
Cn1nc(/C=C/c2ccccc2)ccc1=O	-12%	6
CC(Oc1ccc2c3c(c(=O)oc2c1)CCC3)C(=O)NCc1cccnc1 (stereo not drawn)	20%	-23
Cc1cc(Nc2ccc(Cl)cc2)n2ncnc2n1	?	.
COc1ccccc1C(=O)Nc1c2c(nn1-c1cccc(C)c1C)CS(=O)(=O)C2	i	.
CC1CC(=O)Nc2ccccc2N1C(=O)COc1cc(Cl)ccc1Cl (stereo not drawn)	-19%	-16
CCC(C(=O)N1CCCC1)n1nc(C)c2c(C)n(-c3ccccc3)nc2c1=O (stereo not drawn)	i	.
CC(=O)Nc1cccc(NC(=O)c2cc(-c3ccccn3)nc3ccc(Cl)cc23)c1	?	.
CCN(CCn1cccn1)Cc1nc(-c2ccc(C(=O)OC)cc2)no1	?	.
COc1ccc(C(=O)NC(=S)Nc2ccc3c4c(cccc24)CC3)cc1OC	?	.

Sorted by the number under S3 lipid droplet (rising): 7 of the compounds above
SMILES	S3 lipid droplet
CC1CC(=O)Nc2ccccc2N1C(=O)COc1cc(Cl)ccc1Cl (stereo not drawn)	-19%
Cn1nc(/C=C/c2ccccc2)ccc1=O	-12%
CCOC(=O)C1CCCN(C(=O)c2ccc(C)c([N+](=O)[O-])c2)C1 (stereo not drawn)	-8%
COc1ccc2c(C(=O)c3ccc(C)cc3)n(Cc3ccc(C(N)=O)cc3)[n+]([O-])c2c1	3%
CN1CCc2c(C#N)c(N3CCOCC3)nc(NCC3CCCO3)c2C1 (stereo not drawn)	6%
CCOC(=O)c1c(C)[nH]c(C(=O)COC(=O)[C@H](C)NC(=O)c2ccccc2Cl)c1C	7%
CC(Oc1ccc2c3c(c(=O)oc2c1)CCC3)C(=O)NCc1cccnc1 (stereo not drawn)	20%

Next compounds:
SMILES	S3 lipid droplet	S3 lipid droplet cell count max
Cn1c(=O)c2sccc2n2c(CCCC(=O)NCCc3ccccc3)nnc12	?	.
Clc1ccc(SCc2cc(-c3ccccc3)no2)cc1	-2%	13
CC(=O)Nc1sc(C)c(C)c1C(=O)OCC(=O)N(CCC#N)c1cc(C)cc(C)c1	?	.
Cc1nc(N)sc1C(=O)OCC(C)C	?	.
COC(=O)c1c(-c2ccc3ccccc3c2)csc1NC(=O)Cc1ccc(OC)c(OC)c1	?	.
CC(C)C(=O)N1CCC2(CC1)Oc1ccc(F)cc1C(=O)C21CC(c2cccnc2)=NO1 (stereo not drawn)	4%	13
Cc1cc(C(=O)N2CCN(c3ncccn3)CC2)c(C)o1	?	.
Cc1nn(Cc2ccc(Cl)cc2)c(C)c1NC(=O)Cn1nc([N+](=O)[O-])c(Cl)c1C	18%	1
O=C(Cc1c(F)cccc1Cl)N/N=C/c1cccs1	?	.
COc1ccc(-n2c(=O)c3ccccc3c3ccccc3c2=O)c(OC)c1	8%	-11
O=C(Cn1nc(-c2ccccc2)ccc1=O)Nc1ccc(N2CCN(C(=O)c3cccs3)CC2)cc1	?	.
Cn1nccc1C(=O)N1CCc2ccccc21	0%	0
COC(=O)c1cccc(NS(=O)(=O)c2cccs2)c1C	?	.
CCn1c(SCC(=O)Nc2cccc(F)c2)nnc1-c1cc2cc(Br)ccc2o1	?	.
Cc1nn(Cc2ccc(C(=O)NC(C)(C)C)o2)c(C)c1Br	?	.
COc1ccccc1CNC(=O)C1CCN(S(=O)(=O)c2ccc3nc4c(c(C(=O)O)c3c2)CCCC4)CC1	i	-1
N#Cc1nc(COc2ccccc2Cl)oc1NCc1ccco1	5%	-3
NC(=O)c1ccsc1NC(=O)COC(=O)c1ccccc1NCc1ccco1	?	.
COc1ccc(N(CC(=O)NCc2ccc(Cl)cc2)S(=O)(=O)c2c(C)noc2C)cc1	i	-14
CCC(C(=O)N1CC2(C)CC1CC(C)(C)C2)N1C(=O)c2ccccc2C1=O (stereo not drawn)	?	.

Single records, from the list above:
O=C(Cc1c(F)cccc1Cl)N/N=C/c1cccs1 in the list: S3 lipid droplet = ?; S3 lipid droplet cell count max = .
CC(=O)Nc1sc(C)c(C)c1C(=O)OCC(=O)N(CCC#N)c1cc(C)cc(C)c1 in the list: S3 lipid droplet = ?; S3 lipid droplet cell count max = .

Next section.
SMILES	S3 lipid droplet	S3 lipid droplet cell count max
CCc1ccc(NC(=O)C(C)OC(=O)C2CCC(=O)N2)cc1 (stereo not drawn)	?	.
CCCc1cc(-c2n[nH]c(=S)n2CC(C)C)cs1	14%	-19
COc1ccc(NC(=O)CN(C)C(=O)c2cccnc2Sc2ccc(C)c(C)c2)cc1	?	.
CCN(CCS(=O)(=O)c1ccc(Cl)cc1)C(=O)Nc1ccccc1	1%	3
COc1cccc(NC(=O)CSc2nc3ccccc3c(=O)n2Cc2cccs2)c1	10%	-9
COC(=O)CCP(=O)(O)Cc1ccccc1CP(=O)(O)CCC(=O)OC	?	.
CCO/C([O-])=N/c1sn[n+](C)c1C	12%	7
COc1cc(CCC(=O)OCC(=O)Nc2ccc(F)c(F)c2F)cc(OC)c1OC	?	.
O=C(Nc1ccc(S(=O)(=O)N2CCCC2)cc1)C1COc2ccccc2O1 (stereo not drawn)	-22%	-14
COc1ccc(/C=N/n2cnc3scc(-c4cccs4)c3c2=O)cc1OC	8%	13
CC(Sc1ccc(Cl)cc1)C(=O)NNC(=O)c1ccncc1 (stereo not drawn)	11%	0
CC1CCCN(C(=O)c2cccc(S(=O)(=O)N3CCCC3)c2)C1 (stereo not drawn)	?	.
O=C(O)CN1C(=O)c2ccc(Oc3ccc([N+](=O)[O-])cc3)cc2C1=O	?	.
COc1cccc(-c2nn(-c3ccccc3)cc2C(=O)Nc2nccs2)c1	?	.
CC1CN(S(=O)(=O)c2cccc(C(=O)NCCCn3ccnc3)c2)CC(C)O1 (stereo not drawn)	?	.
Cc1ccc(S(=O)(=O)N[C@@H](CC(C)C)C(=O)N2CCC(C(=O)N[C@@H](Cc3ccccc3)C(=O)O)CC2)cc1	?	.
CC(C)[C@H](NC(=O)[C@H]1N2C(=O)c3ccccc3C2SC1(C)C)C(=O)NCc1ccco1 (stereo partly drawn)	?	.
O=C(NCc1cccnc1)c1ccc([N+](=O)[O-])o1	?	.
CCC(=O)N1CCN(c2ccccc2NC(=O)COc2cccc(C)c2C)CC1	?	.
CCOC(=O)N1CCN(C(=O)c2cn(C)c3ccc(S(=O)(=O)N(CC)CC)cc3c2=O)CC1	21%	5
Cc1ccc(-c2cccc(CN3CCN(C(C)C)C(CCO)C3)c2)o1 (stereo not drawn)	?	.
Cn1cnnc1SCC(=O)c1ccc2c(c1)OCCO2	?	.
Cc1ccccc1CSc1nnc(C)c(=O)n1N	?	.
O=C(Nc1ccccc1Cl)C(Cl)C(=O)c1ccccc1 (stereo not drawn)	4%	.
CCSc1nc2c(c(=O)[nH]c(=O)n2C)n1C	?	.
COc1ccc(C)cc1N(CC(=O)O)S(=O)(=O)c1ccc(C)cc1	i	-10
COc1ccccc1C(=O)Nc1ccnn1C1CCN(CCCc2ccccc2)CC1	26%	-7
COc1ccc(-c2cc(C(F)(F)F)nc(S(C)(=O)=O)n2)cc1OC	?	.
COc1ccc(/C=C/C(=O)NCc2ccc(F)cc2)cc1S(=O)(=O)N1CCOCC1	-11%	1
O=C(CSCc1ccccc1Cl)NNC(=O)c1ccccc1	-10%	-3
CS(=O)(=O)N(CC(=O)N1CCN(c2ccccc2)CC1)c1cc(C(F)(F)F)ccc1Cl	i	20
O=C(CCc1nc2ccccc2s1)OCc1ccccc1F	-2%	11
CC(=O)Oc1ccc(-c2cccc(C(=O)OCC(=O)Nc3ccccc3Oc3ccccc3)c2)cc1	3%	1
CNC(=S)N1N=C(c2ccc(C)cc2)CC1c1ccc(OC)c(OC)c1 (stereo not drawn)	1%	-10
COc1ccc2oc(=O)c(-c3nnc(NCc4ccco4)s3)cc2c1	25%	2
O=C(NCc1ccc(Cl)cc1)C1CC(O)CN1S(=O)(=O)c1ccc(Cl)cc1 (stereo not drawn)	?	.
CNC(C)C#Cc1c(-c2cc(OC)c(OC)c(OC)c2)noc1C (stereo not drawn)	?	.
COc1ccc(-c2cn(Cc3ccc4ccccc4c3)nn2)cc1	?	.
O=C(CSc1nc(-c2ccco2)cc(C(F)(F)F)n1)N1CCSCC1	-11%	-13
Cc1cccc2cc(CNCC3CCCO3)c(Cl)nc12 (stereo not drawn)	4%	-1
COc1ccc(C(=O)COC(=O)CNC(=O)c2cccs2)cc1Br	?	.
Clc1cccc(N2CCN(Cc3nc(-c4ccccc4)no3)CC2)c1	i	.
CCOc1cccc(-c2nnc3sc(-c4cc(OC)c(OC)cc4OC)nn23)c1	?	.
COc1ccc(Cn2c(C)c(C)c(C#N)c2NC(=O)Nc2ccc(Cl)cc2)cc1	0%	-25
CCCOC(=O)Nc1ccc(N2CCCCC2)cc1	12%	-17
O=C(NCCc1c[nH]c2ccccc12)C(=O)NCC1OCCCN1S(=O)(=O)c1cccs1 (stereo not drawn)	2%	5
Nc1ccc(C(=O)OCC(=O)Nc2cc([N+](=O)[O-])ccc2F)cc1	?	.
CC1CCC/C(=N\NC(=O)c2ccncc2)C1 (stereo not drawn)	?	.
O=C(CCN1C(=O)COc2ccccc21)NCCN1CCOCC1	?	.
COc1cc([N+](=O)[O-])ccc1-c1ccc(/C=N/NC(=O)OC(C)(C)C)o1	0%	14
COCCOC(=O)C1=C(C)NC(=O)NC1C1CC=CCC1 (stereo not drawn)	?	.
CCOC(=O)c1cnn(-c2ccccc2)c1NC(=O)CCl	?	.
Cc1cc(NS(=O)(=O)c2ccc(NC(=S)NC(=O)/C=C/c3ccccc3)cc2)no1	?	.
CN(C)c1ccc(/C=N/Nc2ccc(-n3ccnc3)nn2)cc1	?	.
CC/C(C)=N/Nc1nc2c(c(=O)[nH]c(=O)n2C)n1CCc1ccccc1	?	.
COc1ccccc1/C=C1\SC(=S)N(C(C(=O)O)c2ccccc2)C1=O (stereo not drawn)	?	.
O=C(Nc1nonc1NC(=O)C1CCCCC1)C1CCCCC1	i	.
CCN1CCN(c2ccc(NC(=O)COc3ccccc3Cl)cc2)CC1	?	.
CC(C)c1ccc(N(CC(=O)NCc2ccc(F)cc2)C(=O)c2snc(C(N)=O)c2N)cc1	?	.
CCc1ccc(OCC(=O)NCC(c2ccc(Cl)cc2)N2CCCCC2)cc1 (stereo not drawn)	-12%	-18
Following part:
SMILES	S3 lipid droplet	S3 lipid droplet cell count max
COc1cccc(N(CC(=O)Nc2ccccc2C)S(C)(=O)=O)c1	6%	-12
CCN(CC)C(=O)CCCSc1nnc(Nc2ccccc2F)s1	?	.
O=C1C=C(NC2CC2)C2(CCCCC2)O1	9%	-2
COc1ccc(OC)c(NC(=O)Cn2c(CCC(=O)O)ccc2-c2ccc(C)cc2)c1	?	.
O=C(OCn1nnc2ccccc2c1=O)c1cccc(S(=O)(=O)N2CCOCC2)c1	?	.
COc1cc(/C=N/NC(=O)CNC(=O)c2ccncc2)ccc1O	16%	6
COc1cc(/C=C2\SC(=Nc3ccccc3OC)NC2=O)ccc1O	?	.
Cc1nnc(NC(=O)CSc2nnc(-c3ccco3)o2)s1	?	.
CCOC(=O)N1CCN(Cc2cc(=O)oc3ccc4ccccc4c23)CC1	?	.
COc1ccc(OC)c(NC(=O)c2cccc(NC(=O)c3ccccc3)c2)c1	?	.
COc1ccc(N2CCN(C(c3ccco3)c3sc4nc(C)nn4c3O)CC2)cc1 (stereo not drawn)	0%	.
CN(C)S(=O)(=O)c1cccc(NC(=S)NNC(=O)c2cc3ccccc3cc2O)c1	9%	-3
CC(C)NC(=O)C1(O)c2ccccc2NC(=O)N1c1ccc(Cl)c(Cl)c1 (stereo not drawn)	12%	14
N=c1c(C(=O)NCCN2CCOCC2)cc2c(=O)n3ccccc3nc2n1Cc1ccc(F)cc1	?	.
Cc1ccccc1Nc1nc(-c2sc(NC(=O)c3ccccc3)nc2C)cs1	?	.
O=C(Nc1ccc2oc(-c3ccncc3)nc2c1)c1ccc2c(c1)OCO2	?	.
O=C(CCCC(=O)NC1CCCC1)NC1CCCC1	6%	-19
CCCC(C)C(=O)OCC(=O)Nc1c(Br)cc(C)cc1Br (stereo not drawn)	5%	1
CN(C)/C=C/C(=O)c1nn(-c2ccc(F)cc2)ccc1=O	?	.

Screening results: PubChem, National Center for Advancing Translational Sciences (NCATS)

Some of the compounds tested. The share of hits here may be higher or lower than overall.
